NadD block – inhibitors of S. aureus NadD, primary screen, biochemical, colorimetric, uHTS; Nicotinate-nucleotide adenylyltransferase NadD (Staphylococcus aureus N315); purified NadD enzyme, colorimetric absorbance read-out; inhibition, % at 20 µM; AID 602399, 2012; 360,000 tested, 0.78% active; in the data active = inhibition above about 26%; also: some compounds past the cut are filed as inactive
MT1-MMP act inh – blockers of MT1-MMP proenzyme processing, primary screen, HT1080 RFP-PRO-GFP cells, GFP/RFP fluorescence. Matrix metalloproteinase-14 (Homo sapiens), P50281. GFP/RFP ratio fluorescence, overnight; percent of plate control window, DMSO zero. GFP/RFP ratio change, % at 20 µM. 360,000 tested, 0.061% active. AID 651647, 2012;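 active = GFP/RFP ratio change of at least 30% with cell ATP level not reduced by more than half and red fluorescence within 50% of control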; also: strong numbers were not always called active
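Material – HT1080 RFP-PRO-GFP cells · Control set – DMSO wells and RFP-L50D-GFP cells · Incubation – overnight cell settling, then overnight compound exposure, 37 °C, 5% CO2 · Compound dosing – single-point 20 µM compound, 1% DMSO · Read-out – GFP/RFP fluorescence ratio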
Rpn11 block – Rpn11 (PSMD14) deubiquitinase inhibitors, primary screen, biochemical, fluorescence polarization, uHTS | 26S proteasome non-ATPase regulatory subunit 14 (Homo sapiens), O00487 | human 26S proteasome, Ub4-pepOG fluorescence polarization; 20S core pre-blocked with epoxomicin | calls only at 20 µM | 360,000 tested, 0.59% active;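 active = inhibition at 20 µM, scaled to each plate's controls, above about 33%, limit read from the data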
Scp1 inh – Scp-1 phosphatase inhibitors, primary screen, biochemical, colorimetric, uHTS; 340,000 tested, 0.88% active; AID 493091, 2011; Recombinant Scp1, phosphopeptide, malachite green phosphate absorbance; inhibition, % at 20 µM; Carboxy-terminal domain RNA polymerase II polypeptide A small phosphatase 1 (Homo …;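 active = inhibition above about 50% at 20 µM, limit read from the data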;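 also: plate controls were DMSO wells with enzyme for no effect and wells lacking enzyme for full effect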
Target sequence (Q9GZU7 76-261 limits assumed): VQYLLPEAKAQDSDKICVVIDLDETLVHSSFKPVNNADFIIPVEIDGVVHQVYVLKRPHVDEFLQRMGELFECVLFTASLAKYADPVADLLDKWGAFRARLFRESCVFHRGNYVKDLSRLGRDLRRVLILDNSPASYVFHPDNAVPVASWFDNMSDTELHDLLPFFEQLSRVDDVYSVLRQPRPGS
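Test system – truncated SCP-1 phosphatase (76-261aa) · Reagent – Phosphorylated 17-residue peptide substrate · Incubation – 45 min room-temperature reaction, 5 min colour, 30 min stabiliser · Detection – colorimetric phosphate reagent with accelerator and stabiliser, absorbance at 630 nm · Measure – % inhibition at 20 µM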
SUMO1 PPI mod – modulators of SUMO1 protein-protein interactions, primary screen, biochemical, uHTS; Small ubiquitin-related modifier 1 (Homo sapiens), P63165; SUMO1 binding to a labelled peptide, TR-FRET, 1 h; inhibition, % at 20 µM; 360,000 tested, 0.33% active; AID 602429, 2012; in the data active = inhibition above about 37%
Target sequence (P63165 whole entry, looked up): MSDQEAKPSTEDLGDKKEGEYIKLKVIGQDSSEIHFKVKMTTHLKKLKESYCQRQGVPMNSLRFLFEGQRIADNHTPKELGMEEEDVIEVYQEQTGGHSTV
STEP inh – STEP phosphatase inhibitors, primary screen, biochemical, fluorescence intensity, uHTS; Tyrosine-protein phosphatase non-receptor type 5 (Homo sapiens), P54829; recombinant STEP, OMFP fluorogenic substrate; inhibition, % at 20 µM; 360,000 tested, 0.25% active;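 active = inhibition at 20 µM, scaled per plate between control wells, above about 37%, limit read from the data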;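 also: 0% = DMSO with enzyme and substrate and 100% = substrate only without enzyme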
Target sequence (P54829 whole entry, looked up): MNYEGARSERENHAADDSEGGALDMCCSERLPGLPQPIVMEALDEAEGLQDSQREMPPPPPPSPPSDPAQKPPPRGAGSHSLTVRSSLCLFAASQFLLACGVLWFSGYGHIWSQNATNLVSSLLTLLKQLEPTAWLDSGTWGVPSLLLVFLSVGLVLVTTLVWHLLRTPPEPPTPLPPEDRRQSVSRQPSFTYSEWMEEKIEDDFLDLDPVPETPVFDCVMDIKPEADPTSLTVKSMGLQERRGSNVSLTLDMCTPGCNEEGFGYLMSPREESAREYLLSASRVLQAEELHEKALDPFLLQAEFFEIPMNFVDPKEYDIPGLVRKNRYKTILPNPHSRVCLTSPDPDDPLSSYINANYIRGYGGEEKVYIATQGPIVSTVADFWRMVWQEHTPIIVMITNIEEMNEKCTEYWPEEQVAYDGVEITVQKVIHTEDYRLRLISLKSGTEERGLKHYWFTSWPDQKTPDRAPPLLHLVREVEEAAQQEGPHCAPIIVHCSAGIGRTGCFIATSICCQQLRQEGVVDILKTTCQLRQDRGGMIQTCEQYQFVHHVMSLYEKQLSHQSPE
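Material: STEP (striatal-enriched tyrosine phosphatase) enzyme, cell-free | Medium: 50 mM Bis-Tris pH 6.0 with 2.5 mM DTT and 0.005% Tween 20 | Read-out: Percent inhibition scaled to no-enzyme and uninhibited-enzyme controls, plate-pattern corrected | Signal: Fluorescence read at 480 nm ex / 540 nm em | Times: 20 min reaction, room temperature, in the dark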
DNMT1 block – human DNMT1 methyltransferase inhibitors, primary screen, biochemical, molecular beacon, fluorescence, HinP1I cleavage, uHTS | DNA (cytosine-5)-methyltransferase 1 (Homo sapiens), P26358 | inhibition (reported as % activation of signal), % at 10 µM | 360,000 tested, 0.83% active | AID 588458, 2011; in the data active = inhibition above about 50%
LMPTP inh – LMPTP phosphatase inhibitors, primary screen, biochemical, fluorescence intensity, uHTS; recombinant LMPTP-A, OMFP fluorogenic substrate; inhibition, % at 20 µM; 360,000 tested, 0.22% active;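 active = compounds that cut the enzyme signal by at least half of the control window in the single-dose screen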;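 also: plate controls were DMSO wells with enzyme plus substrate for no effect and substrate without enzyme for full effect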
Target sequence (P24666 whole entry, looked up): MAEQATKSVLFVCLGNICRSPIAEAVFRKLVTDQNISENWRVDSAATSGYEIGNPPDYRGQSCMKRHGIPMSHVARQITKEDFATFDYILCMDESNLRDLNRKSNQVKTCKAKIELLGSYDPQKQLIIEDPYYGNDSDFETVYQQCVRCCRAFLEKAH
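Test system – LMPTP-A phosphatase enzyme · Quantity – 0.625 nM LMPTP-A final · Reagent – OMFP substrate, 400 µM final · Dosing – one test concentration per compound, 20 µM, with 3% DMSO overall · Timing – 50 min enzyme reaction at room temperature, protected from light · Detection – fluorescence intensity · Controls – substrate-only low control, DMSO enzyme-plus-substrate high control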
CendR NRP1 mod – modulators of CendR peptide binding to NRP-1, primary screen, biochemical, fluorescence polarization, uHTS | Neuropilin-1 (Homo sapiens), O14786 | FAM-RPARPAR peptide binding to NRP-1 | inhibition, % at 25 µM | 360,000 tested, 0.85% active;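 active = inhibition or corrected inhibition above about 18%, plus a signal ratio from 0.5 to 1.5, limit read from the data, passing the limit was not always enough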; also: strong numbers were not always called active
SKN-1 inh – suppressors of acrylamide-induced Pgst-4::GFP reporter in worms, primary screen, SKN-1 inhibitor project, whole organism, uHTS, GFP/RFP fluorescence ratio, strain VP596; C. elegans VP596 Pgst-4::GFP/RFP ratio, 24 h; inhibition, % at 21.8 µM; 360,000 tested, 0.49% active; AID 624304, 2012;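 active = interference check ratio from 0.5 to 1.5 plus GFP to RFP signal ratio inhibition reaching or exceeding a fixed threshold, cut at about 30% in these data, passing the limit was not always enough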; also: some compounds called inactive have numbers as strong as hits
The depositor's hits bear a star; i = inactive; x = not tested or not shown.

SMILES	NadD block	MT1-MMP act inh	Rpn11 block	Scp1 inh	SUMO1 PPI mod	STEP inh	DNMT1 block	LMPTP inh	CendR NRP1 mod	SKN-1 inh
CCOc1cc(NC(=O)c2ccccc2OC)c(OCC)cc1NC(=O)c1ccccc1	-4	1	i	-6	1	-1	2	0.1	2	9
Cc1c(C)n(C)c2ccc(C(=O)NCCCN3CCCCC3C)cc12 (stereo not given)	-3	-1	i	-5	-36	0	-5	1.7	-7	10
Cc1nnc(SCc2cnc(-c3ccc(C(C)C)cc3)s2)n1C	3	4	i	3	-6	0	4	0.8	-1	4
COc1ccc(C2(CNC(=O)c3ccccc3)CCOCC2)cc1	2	1	i	-4	-1	0	2	-1.9	11	17
CC(=O)NCCC(=O)Nc1ccc(C)c(F)c1	-1	2	i	-4	0	0	1	-0.9	6	-5
COc1ccc(C(=O)Nc2ccc(S(=O)(=O)Nc3nccc(C)n3)cc2)cc1[N+](=O)[O-]	-2	-2	i	-2	-12	-3	2	-0.2	-18	9
CCCCC(=O)OCc1cn(-c2ccc(Cl)cc2)nn1	-1	-1	i	-14	-2	-7	-2	-0.3	-9	-9
O=C(Nc1ccccc1Cl)C1CCCN(S(=O)(=O)c2cccc3cccnc23)C1 (stereo not given)	0	-1	i	14	-4	1	2	0.0	-4	-1
CCCc1ccc(OCCNC(=O)CC)cc1	3	7	i	-3	1	-2	4	0.8	-1	-4
O=c1[nH]c2ccccc2nc1C(Nc1ccccc1)c1ccccc1 (stereo not given)	0	-1	i	-7	3	-3	0	0.1	1	0
O=C(NC1CCCCC1)c1ccc(OC2CCN(Cc3ccccn3)CC2)cc1	-5	-2	i	-2	-2	-2	2	-0.8	15	-11
COc1cc2c(cc1OC)C(COc1ccc(F)cc1)NCC2 (stereo not given)	2	0	i	5	0	0	-3	0.4	8	-5
CC(=O)c1c(OC(=O)c2ccccc2)c2ccccc2n1C	-7	-3	i	-15	-10	-3	4	2.7	5	13
Cc1cc(C)cc(NC(=O)N2CCCC2C(=O)Nc2ccc(-n3cnnn3)c(C)c2)c1 (stereo not given)	1	4	i	-7	-4	-10	-6	-2.7	6	-19
O=C(O)c1cccc(CSc2ncccn2)c1	-4	-2	i	-5	-5	1	3	-0.2	-3	18
CC(=O)Nc1ccc(-c2c(C)cc3oc(=O)cc(-c4ccccc4)c3c2C)cc1	-3	-4	i	1	-5	0	-13	3.1	3	10
COc1ccc(N2CCN(CC(=O)Nc3c(C)cc(C)cc3C)CC2)cc1	1	4	i	0	2	0	6	0.7	7	7
Nc1nc2c(nnn2C2CC(O)C(CO)O2)c(=O)[nH]1 (stereo not given)	3	-11	i	x	3	-3	-2	-1.0	10	12
COC(=O)CCCC(=O)N1CCC(CCC(=O)NC2CC2)CC1	-2	-13	i	-2	-2	0	3	-0.3	10	9
Cc1ccc(CNC(=O)C(=O)NCC2OCCN2S(=O)(=O)c2ccc3c(c2)OCCO3)cc1 (stereo not given)	4	6	i	-6	-1	-2	-6	-0.5	-13	18
CC(C)c1ccc(NC(=O)Cn2ncc3ccccc32)cc1	-12	4	i	-7	0	1	-2	0.2	12	-13
COc1cccc(NC(=O)c2ccc(NCCCN3CC(C)CC(C)C3)c([N+](=O)[O-])c2)c1 (stereo not given)	-12	6	i	1	-27	0	-1	-1.0	-6	0
CC12CCC(C(=O)NCc3ccc4c(c3)OCO4)(OC1=O)C2(C)C (stereo not given)	2	3	i	7	1	1	1	-1.0	8	22
Cc1cc(C)c2cc(C#N)c(SCC(=O)NCc3ccco3)nc2c1	18	-8	i	23	3	-2	31	0.5	-26	27
CC1=C(C(=O)N(C(C)C)C(C)C)CC(CC(=O)NCc2ccco2)C(=O)N1CCCN1CCCC1=O (stereo not given)	0	4	i	x	5	-2	4	-1.1	5	-6

Pulled one by one from above (5):
SMILES	NadD block	MT1-MMP act inh	Rpn11 block	Scp1 inh	SUMO1 PPI mod	STEP inh	DNMT1 block	LMPTP inh	CendR NRP1 mod	SKN-1 inh
COC(=O)CCCC(=O)N1CCC(CCC(=O)NC2CC2)CC1	-2	-13	i	-2	-2	0	3	-0.3	10	9
O=C(NC1CCCCC1)c1ccc(OC2CCN(Cc3ccccn3)CC2)cc1	-5	-2	i	-2	-2	-2	2	-0.8	15	-11
COc1cccc(NC(=O)c2ccc(NCCCN3CC(C)CC(C)C3)c([N+](=O)[O-])c2)c1 (stereo not given)	-12	6	i	1	-27	0	-1	-1.0	-6	0
COc1ccc(C2(CNC(=O)c3ccccc3)CCOCC2)cc1	2	1	i	-4	-1	0	2	-1.9	11	17
Cc1c(C)n(C)c2ccc(C(=O)NCCCN3CCCCC3C)cc12 (stereo not given)	-3	-1	i	-5	-36	0	-5	1.7	-7	10

Other results follow.
SMILES	NadD block	MT1-MMP act inh	Rpn11 block	Scp1 inh	SUMO1 PPI mod	STEP inh	DNMT1 block	LMPTP inh	CendR NRP1 mod	SKN-1 inh
COC(=O)c1ccccc1NN=Nc1ccccc1[N+](=O)[O-]	-5	3	i	x	-27	-2	2	0.4	4	10
CC(=O)Nc1cccc(OCC(=O)Nc2sccc2C(N)=O)c1	4	-4	i	-4	10	-2	0	12	-7	-9
CC1CN(C(=O)CSc2nnc(NC(=O)NC(C)(C)C)s2)CC(C)O1 (stereo not given)	-2	2	i	-1	5	3	2	0.2	2	11
Cc1cc(NC(=O)c2noc3c2CCc2ccccc2-3)no1	1	-3	i	-1	1	6	2	-1.3	0	-5
Cc1ccc(C)c(N(C)C(=O)c2cc3c(=O)[nH]c4ccc(C)cc4c3s2)c1	-2	-5	i	-2	-3	1	23	0.4	3	4
CC(NC(=O)COC(=O)c1cccs1)c1ccccc1 (stereo not given)	5	2	i	4	4	-3	2	-0.7	0	3
COc1ccc2cc(CN(CC3CCCO3)C(=S)Nc3ccccc3)c(=O)[nH]c2c1 (stereo not given)	4	-5	i	0	-1	1	0	1.0	-6	1
Cc1ccc(NC(=O)C(=O)NCCCN2CC(C(=O)O)CC2=O)cc1 (stereo not given)	0	2	i	-1	-2	0	1	-0.2	-1	0
CCOC(=O)N1CCN(S(=O)(=O)c2ccc(C(=O)NNc3nc4cc(C)cc(C)c4s3)cc2)CC1	39*	4	i	-5	2	3	-16	0.3	-8	-5
Cc1cc(C(=O)NCC(C)C)c2ccccc2n1	-6	-6	i	-2	-4	0	2	-3.8	2	-19
C=C(C)CC(Nc1ccc(OC)cc1)c1ccco1 (stereo not given)	-1	-1	i	-6	-1	-1	-7	-0.2	10	16
COc1ccc2cc(C(=O)C3CCCN(C(=O)c4csnn4)C3)ccc2c1 (stereo not given)	-3	-1	i	34	-6	-2	1	-0.7	-10	6
O=C(NCc1ccccn1)Nc1ccc(Cl)cc1	-5	3	i	-6	0	-1	-3	-1.1	-2	15
CC(C)c1ccc(N2CCN(C(=O)c3ccccc3NC(=O)/C=C\C(=O)O)CC2)cc1	5	1	i	-2	2	-1	3	-1.4	-18	18
CNC(=S)N(CCc1c(C)[nH]c2ccccc12)Cc1cc(OC)c(OC)c(OC)c1	-7	1	i	-7	4	0	-7	1.3	-4	-4
c1ccc(CSc2ccc3nnc(-c4ccccn4)n3n2)cc1	6	0	i	-12	-9	3	3	-1.3	0	-1
N#C/C(=C\c1cc(Br)ccc1F)C(=O)NC1CC1	5	1	i	-5	-3	-2	-2	1.1	19	8
O=C(CN(CC1CCCO1)C(=O)CNS(=O)(=O)c1ccccc1)NCc1ccco1 (stereo not given)	-1	-1	i	-8	3	9	-2	-0.6	23	-16
COc1ccccc1CCNC(=O)C(=O)NCC1OCCN1S(=O)(=O)c1ccc(Cl)cc1 (stereo not given)	-5	-1	i	-9	1	0	-11	-0.1	1	-8
Cc1nc(N)c(C#N)c(-c2ccccc2Cl)c1C	-19	-11	i	-2	-3	1	1	-2.0	6	-19
N#C/C(C(=O)NCc1ccco1)=C1/SC(Cc2ccc(F)cc2)C(=O)N1c1ccccc1 (stereo not given)	-1	-8	i	-14	-3	-1	-7	-1.4	-6	7
Cc1ccc2c(c1)nnn2C1CCN(CC(=O)N2CCN(c3ccc(F)cc3)CC2)CC1	0	-2	i	-8	11	-4	-3	0.0	-15	2
O=C(C1CCN(Cc2ccc(F)cc2)CC1)N1CCN(C/C=C/c2ccccc2)CC1	-2	4	i	1	0	1	0	0.4	0	6
CN1C(=O)N(c2cccc3ccccc23)C(n2cncn2)C1(C)C (stereo not given)	3	6	i	-2	1	-5	3	1.5	-9	-9
Cc1cc(Br)ccc1NC(=O)CNC(=O)c1ccc(-n2cncn2)c([N+](=O)[O-])c1	-3	1	i	-6	-32	-3	-5	-1.0	-8	0
(more compounds)
SMILES	NadD block	MT1-MMP act inh	Rpn11 block	Scp1 inh	SUMO1 PPI mod	STEP inh	DNMT1 block	LMPTP inh	CendR NRP1 mod	SKN-1 inh
Cc1cc([N+](=O)[O-])nn1CC(=O)N/N=C/c1ccccc1Br	3	3	i	-5	-5	0	1	-1.9	4	2
Cc1ccc(-c2nnc(SCC(=O)N3CCOCC3)nc2-c2ccc(C)cc2)cc1	6	-9	i	-2	-18	2	-2	0.8	-1	-9
CC(=O)N1CCN(S(=O)(=O)c2cccc(C(=O)N(Cc3ccccc3)c3cccc(C)c3)c2)CC1	11	-2	i	5	0	0	2	-6.0	7	8
COC(CNC(=O)c1ccc2c(c1)ncn2C1CCCCCC1)OC	-5	0	i	-7	0	-4	-2	-0.5	9	2
O=C(CCCN=C1NS(=O)(=O)c2ccccc21)OCc1ccc(F)cc1	-8	-3	i	2	0	-2	-5	0.9	-7	-5
CCCN(CC(=O)Nc1ccc(F)c(F)c1F)C(=O)c1ccc2c(=O)n3c(nc2c1)CCC3	-3	2	i	5	2	0	3	-0.5	-2	10

Compound activity (PubChem BioAssay)
